MBD2 inh: inhibitors of MBD2 binding to methylated DNA, primary screen, biochemical, TR-FRET, DNA-binding domain, human | MBD2 binding to methylated oligonucleotide | inhibition, % at 4.4 µM | hit rate 0.31% among 370,000 | AID 686964, 2013; in the data active = inhibition above about 13%
Target sequence (Q9UBB5 whole entry, looked up, the tested form may be a part): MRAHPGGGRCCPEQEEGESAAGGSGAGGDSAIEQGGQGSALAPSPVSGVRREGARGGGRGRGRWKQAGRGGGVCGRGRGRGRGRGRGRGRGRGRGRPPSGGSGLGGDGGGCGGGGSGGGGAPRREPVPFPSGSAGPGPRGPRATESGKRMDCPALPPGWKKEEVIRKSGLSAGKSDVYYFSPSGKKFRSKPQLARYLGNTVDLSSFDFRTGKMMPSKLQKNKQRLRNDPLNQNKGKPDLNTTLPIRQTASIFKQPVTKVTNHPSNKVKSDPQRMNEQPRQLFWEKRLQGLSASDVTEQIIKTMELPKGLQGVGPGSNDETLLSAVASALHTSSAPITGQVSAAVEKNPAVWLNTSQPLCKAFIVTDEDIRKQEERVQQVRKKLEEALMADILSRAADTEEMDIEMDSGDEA
GC-B act: human GC-B receptor activators, primary screen, HEK293 GC-B cells, cGMP TR-FRET, EC30 CNP | 0% at EC30 CNP, 100% saturating CNP | activation, % at 10 µM | hit rate 0.11% among 370,000;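 active = activation at 10 µM reaching about 35% in either raw or pattern-adjusted values, limit read from the data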
SIAE inh: human SIAE inhibitors, primary screen, biochemical, fluorescence polarization, FP-Rh probe, 1536-well HTS. inhibition, % at 9.66 µM. AID 1053197, 2014. hit rate 0.69% among 370,000. SIAE FP-Rh probe binding;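 active = inhibition above a cutoff: mean of compounds within the control limits plus 3 SD of those, cut at about 17% in these data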;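 also: 0% = plate median of compound wells and 100% = probe without SIAE protein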
PRMT1 inh: PRMT1 methyltransferase inhibitors, primary screen, biochemical, fluorescence polarization; Protein arginine N-methyltransferase 1 (Homo sapiens), Q99873; recombinant PRMT1, activity-based probe fluorescence polarization; inhibition, % at 2.79 µM; hit rate 1.3% among 370,000;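 active = inhibition above about 21% made by adding two undisclosed values, limit read from the data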
rCAG RNA binder: binders of r(CAG) RNA repeats, primary screen, biochemical, fluorescence | r(CAG) RNA repeat, TO-PRO-1 dye displacement fluorescence | inhibition, % at 3 µM | hit rate 1.3% among 370,000 | AID 651821, 2012;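 active = inhibition above the plate cutoff, the mean of all test compounds on that plate plus 3 SD, cut at about 35% in these data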;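 also: 0% = DMSO alone and 100% = 100 µM mitoxantrone as full dye displacement; higher means more dye released from RNA so lower well fluorescence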
TDP2 absorb: human TDP2 enzyme inhibitors, primary screen, biochemical, epi absorbance, recombinant enzyme; Tyrosyl-DNA phosphodiesterase 2 (Homo sapiens), O95551; T5PNP hydrolysis, p-nitrophenol absorbance 415 nm; inhibition, % at 12.8 µM; hit rate 0.34% among 370,000; AID 720702, 2013;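 active = inhibition above the mean of all tested compounds plus 3 SD, set per campaign, cut at about 25% in these data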;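 also: 0% = DMSO with enzyme and 100% = buffer with substrate but no TDP2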
Target sequence (O95551 whole entry, looked up): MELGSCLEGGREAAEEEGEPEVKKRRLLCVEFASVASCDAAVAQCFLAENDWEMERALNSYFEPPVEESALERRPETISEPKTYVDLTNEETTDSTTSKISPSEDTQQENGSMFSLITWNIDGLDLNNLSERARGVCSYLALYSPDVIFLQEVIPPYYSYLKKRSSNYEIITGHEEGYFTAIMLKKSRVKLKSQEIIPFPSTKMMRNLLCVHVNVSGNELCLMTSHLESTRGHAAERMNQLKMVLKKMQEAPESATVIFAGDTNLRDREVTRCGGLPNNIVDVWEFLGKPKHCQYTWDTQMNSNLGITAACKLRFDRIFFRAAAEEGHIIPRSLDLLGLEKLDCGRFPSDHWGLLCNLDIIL
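Assay system: recombinant human TDP2 / Reagent: T5PNP substrate at 5 mM, a TopII-DNA adduct mimic / Measured by: epi absorbance from released p-nitrophenol / Evaluation: % inhibition relative to enzyme-containing and enzyme-free wells / Control set: enzyme-free and DMSO wells / Replicates: each compound tested once, singlicate / Schedule: enzyme reaction with compound for 2 h at 37 °C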
TCR-CD3 inh: inhibitors of human TCR-CD3 interaction, primary screen, biochemical, fluorescence, TAMRA-labeled TCR probe; hit rate 0.37% among 360,000; inhibition, % at 9.4 µM; T-cell receptor (TCR); AID 651800, 2012; in the data active = inhibition above about 19%;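 also: recombinant mutant TCR 2C K166C tagged with TAMRA read by polarization; 0% = receptor in buffer alone and 100% = receptor with positive control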
ABHD4 inh: ABHD4 inhibitors, primary screen, biochemical, fluorescence polarization, mouse. hit rate 0.54% among 370,000. inhibition, % at 8.92 µM. AID 720543, 2013. purified mABHD4, FP-Rh probe fluorescence polarization;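 active = inhibition exceeding the mean over every tested compound plus 3 SD, cut at about 30% in these data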;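 also: 0% = plate median of compound wells and 100% = S159A mutant with DMSO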
Target sequence (Q8VD66 whole entry, looked up): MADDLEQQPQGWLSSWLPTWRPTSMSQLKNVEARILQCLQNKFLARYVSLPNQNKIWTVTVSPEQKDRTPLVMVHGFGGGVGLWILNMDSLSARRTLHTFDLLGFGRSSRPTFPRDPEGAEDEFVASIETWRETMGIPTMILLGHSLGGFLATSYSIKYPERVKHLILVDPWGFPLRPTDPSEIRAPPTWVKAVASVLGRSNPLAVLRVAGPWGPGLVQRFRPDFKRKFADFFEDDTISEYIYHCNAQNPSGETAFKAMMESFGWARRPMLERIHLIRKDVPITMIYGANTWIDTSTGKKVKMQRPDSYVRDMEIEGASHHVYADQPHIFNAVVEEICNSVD
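System: mouse ABHD4 enzyme, wild type / Medium: HEPES pH 7.0, NaCl, Pluronic buffer / Reagent: FP-Rh activity-based fluorescent probe / Control set: S159A mutant high control, sample median low control / Detection: fluorescence polarization with parallel and perpendicular emission, 525/598 nm / Schedule: 45 min + 60 min at 25 °C / Compound dosing: 8.92 µM, single dose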
HTRA1 inh: HTRA1 serine protease inhibitors, primary screen, biochemical, fluorescence polarization, HTS; hit rate 0.5% among 340,000; recombinant HTRA1, FP-rhodamine activity-based probe; inhibition, % at 5.96 µM; Q92743; in the data active = inhibition above about 36%;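 also: 0% = enzyme with DMSO and 100% = wells lacking enzyme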
LEDGF integ inh: blockers of LEDGF/p75-dependent integrase strand transfer – biochemical, TR-FRET, high throughput, primary screen | HIV-1 integrase (with human LEDGF/p75) | AID 743269, 2014 | TR-FRET IN-LEDGF/p75 DNA integration, Eu/Cy5 | inhibition, % at 3.7 µM | hit rate 0.64% among 370,000;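 active = inhibition above the screen-wide mean plus 3 SD, cut at about 13% in these data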;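 also: signal is the Cy5 over europium emission ratio at 671 and 618 nm; 0% = plate median of compound wells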
The depositor's hits bear a star; . = not tested or not shown. This is a subset (hit frequency here may not be typical).

SMILES | MBD2 inh | GC-B act | SIAE inh | PRMT1 inh | rCAG RNA binder | TDP2 absorb | TCR-CD3 inh | ABHD4 inh | HTRA1 inh | LEDGF integ inh
COc1ccc2c(-c3ccccc3)cc(SCC(=O)NC3CCS(=O)(=O)C3)nc2c1 (centres undefined) | 11 | -3 | -12 | 4 | 1 | -7 | -1 | -12 | -1 | -5
O=C(O)C(Cc1ccccc1)Nc1ccc([N+](=O)[O-])cc1[N+](=O)[O-] (centres undefined) | -4 | 3 | 7 | 8 | 27 | -5 | -1 | 17 | 8 | -2
O=C(NNc1nc2c(F)cccc2s1)c1ccccc1 | -3 | 3 | -4 | 8 | 2 | -12 | -5 | 10 | -11 | -3
CNC(=O)COC(=O)c1cc(F)c(F)cc1Cl | 4 | 3 | -4 | 2 | -3 | 0 | -5 | -3 | 2 | 0
Cc1cc(C)c(S(=O)(=O)N2CCN(C(=O)c3c(C)nn(-c4ccccc4)c3Cl)CC2)c(C)c1 | -8 | 7 | -3 | 0 | 7 | -2 | 4 | 5 | -25 | 1
Cc1ccc2nc(Cl)c(/C=N/Nc3nc(C)cc(C)n3)c(=O)n2c1 | -2 | -4 | -3 | 4 | -1 | 7 | 3 | 4 | 9 | 4
COc1ccc(S(=O)(=O)NCC2CCCN(CC(C)(C)C)C2)cc1 (centres undefined) | 6 | 2 | 12 | -3 | -2 | -3 | 5 | -3 | -1 | 6
COc1ccc(CNC(=O)c2cccnc2SC)cc1OC | 5 | -8 | -6 | 10 | 0 | -8 | -9 | -13 | 0 | 2
Cc1ccc(-c2cc(C(=O)NC3CCCC3)no2)cc1 | 1 | -1 | 1 | 0 | -6 | 8 | 12 | -2 | -5 | 1
O=C1CCN(Cc2ccccc2)S(=O)(=O)c2ccc(F)cc21 | 1 | -3 | -1 | -2 | -3 | 9 | -1 | 1 | -4 | -4
CCOC(=O)N1CCN(CC(=O)c2ccc3c(c2)CCN3C(C)=O)CC1 | 3 | 3 | 1 | -1 | 10 | 7 | -2 | 2 | 3 | -3
OCOCCCn1c(C2CCCN2c2nc(-c3ccc(F)cc3)cs2)nc2cc(Cl)c(N3CCCCC3)cc21 (centres undefined) | 3 | -9 | 3 | -2 | 5 | -6 | 5 | -9 | -4 | -1
Cc1ccc(NC(=O)c2ccc3c(c2)C(=O)N(Cc2cccnc2)C3=O)c(C)c1 | -4 | 3 | 3 | -4 | 0 | 12 | 8 | 0 | 3 | 1
Cc1ccc(NC(=O)CNc2cc(S(=O)(=O)N3CCOCC3)ccc2N2CCOCC2)cc1S(=O)(=O)N(C)C | 0 | 3 | -5 | 5 | 10 | 2 | -5 | -3 | -2 | 1
Cc1ccc(NC(=S)c2ccc3ccccc3n2)c(C)c1 | -2 | -8 | 0 | 5 | 3 | -1 | 6 | 2 | -3 | 1
CCC(Sc1nc2cc(OC)c(OC)cc2c(=O)n1Cc1ccco1)C(=O)NCCOC (centres undefined) | 3 | -7 | -6 | 2 | 0 | -2 | -9 | 3 | 2 | 1
C=CCNC(=S)NNC(=O)c1ccc(=O)n(Cc2ccccc2)c1 | -1 | -2 | 6 | -2 | -1 | -8 | 7 | 5 | . | -1
COc1cc(OC)cc(C(=O)NNC(=S)NC(=O)c2cccnc2)c1 | 2 | 0 | 3 | -6 | 6 | 11 | 23* | 7 | 6 | 0
COc1ccccc1N1CCN(S(=O)(=O)c2c(C)[nH]c(C)c2C(=O)N2CCCC2)CC1 | 0 | -1 | 1 | 5 | -1 | -10 | 4 | 1 | 3 | -8
O=C(Nc1ccccc1Cl)OC1CCCCC1 | -4 | -5 | -8 | 2 | 1 | -2 | 4 | 2 | -4 | 2
COC(=O)C1CCN(C(=O)COC(=O)C2CCN(S(=O)(=O)c3ccc4c(c3)OCCO4)CC2)CC1 | 1 | 1 | 1 | -2 | -6 | 2 | 2 | 1 | 4 | 1
Nc1nnc(SCc2ccc(F)cc2)n1-c1ccccc1 | -1 | 2 | -1 | 1 | 0 | -3 | -8 | 1 | 3 | -4
COC(=O)/C(C#N)=C/c1c(N2CCN(c3ccccc3)CC2)nc2c(C)cccn2c1=O | 6 | -1 | -8 | 26* | 6 | -5 | 3 | -7 | -10 | -3
COc1ccccc1CN1CCNC(=O)C1CC(=O)NCCCN1CCOCC1 (centres undefined) | -4 | -3 | 1 | -1 | 2 | -7 | 5 | -1 | -1 | 4
COC(=O)c1ccc(Nc2cc(C)nc3ccc(C)cc23)cc1 | 6 | -23 | 4 | 2 | 3 | -2 | -7 | 1 | -23 | 0
CCN(CC)CCCNC(=O)c1sc2ncn(CC(=O)Nc3ccc(C)c(Cl)c3)c(=O)c2c1C | -3 | -3 | -3 | 0 | 12 | -8 | 6 | 4 | -4 | 2
CC(=O)N1c2ccc(S(=O)(=O)NCC3CCC(C(=O)NCc4ccc(C)o4)CC3)cc2CC1C (centres undefined) | 0 | -2 | -2 | 2 | 0 | -8 | 14 | 1 | 3 | 2
CC(=O)N1CCN(C(=O)COc2ccc3oc4c(c3c2)CCCC4)CC1 | 3 | -1 | 0 | 3 | -3 | 1 | -5 | 1 | 5 | -2
O=C(COc1ccccc1)N1CCN(c2ccc([N+](=O)[O-])c(N3CCCCC3)c2)CC1 | -11 | -7 | 4 | 1 | -4 | -14 | 5 | 5 | -4 | 5
CC(C)c1nnc(NC(=O)C2CCCO2)s1 (centres undefined) | 6 | 4 | -3 | -1 | -1 | -7 | 3 | 5 | 1 | -2

Compound profiles, as listed above. Order of screens: MBD2 inh | GC-B act | SIAE inh | PRMT1 inh | rCAG RNA binder | TDP2 absorb | TCR-CD3 inh | ABHD4 inh | HTRA1 inh | LEDGF integ inh
`O=C(Nc1ccccc1Cl)OC1CCCCC1` in the list: -4 | -5 | -8 | 2 | 1 | -2 | 4 | 2 | -4 | 2
`COC(=O)c1ccc(Nc2cc(C)nc3ccc(C)cc23)cc1` in the list: 6 | -23 | 4 | 2 | 3 | -2 | -7 | 1 | -23 | 0

More results
SMILES | MBD2 inh | GC-B act | SIAE inh | PRMT1 inh | rCAG RNA binder | TDP2 absorb | TCR-CD3 inh | ABHD4 inh | HTRA1 inh | LEDGF integ inh
OC(CCN1CCCCC1)(c1ccccc1)C1CC2C=CC1C2 (centres undefined) | 2 | -15 | 0 | -2 | 2 | 10 | . | 6 | . | -2
CN1CCN(C(=O)/C(C#N)=C/c2ccc(OC(F)F)cc2)CC1 | -6 | -1 | 0 | 2 | 2 | 7 | 5 | 2 | 8 | 0
Cn1c(=O)[nH]c(=O)c2c1nc(N1CCOCC1)n2CCSc1nc2ccccc2[nH]1 | -3 | 4 | 2 | -2 | -1 | -9 | 12 | -1 | 10 | 2
CCC(CC)C(=O)NCCc1cc2ccc(OC)cc2[nH]c1=O | 1 | 0 | -2 | -2 | -2 | -4 | -3 | -1 | 3 | -4
Cc1ccc(NC(=O)CSCc2ccco2)cc1 | 0 | -1 | -5 | 6 | 0 | 7 | -3 | 3 | -2 | -3
COc1ccc(C(NC(=O)CN2C(=O)NC3(CCc4ccccc43)C2=O)c2ccccc2)cc1 (centres undefined) | 0 | -2 | -7 | 0 | 3 | -1 | 0 | -2 | -27 | 2
CSCc1c(C(=O)NCCc2ccccn2)oc2ccccc12 | 0 | -1 | 0 | -8 | -4 | -18 | 3 | 0 | -2 | -3
COc1ccc(C(=O)N2CCN(Cc3ccccc3[N+](=O)[O-])CC2)cc1 | 3 | -1 | 2 | -1 | -9 | 6 | -7 | 6 | 7 | 0
Cc1cc(C(=O)CSc2nnc(C3CC3)n2C2CC2)c(C)n1C(C)C | 3 | 6 | 13 | 5 | -1 | 4 | -6 | -5 | 2 | 3
C/C(=N\NC(=O)CCc1ccc(S(=O)(=O)N2CCOCC2)cc1)c1ccccc1Cl | -5 | -6 | 3 | -3 | -5 | 0 | 10 | -2 | -2 | 2
COc1ccc(-c2nsc3c(N4CCCC4)ncnc23)cc1 | 4 | -2 | 0 | 0 | -3 | -4 | 1 | 4 | -1 | 1
COc1ccc(NC2=Nc3ccccc3CC2)cc1 | -4 | -1 | 7 | -2 | -4 | 10 | 3 | 7 | -7 | -1
c1ccc(-c2noc(CN3CCN(c4ccccc4)CC3)n2)cc1 | 0 | 0 | -3 | 1 | -5 | 2 | 2 | -4 | 0 | -2
Cc1cc(=O)oc2cc(OCC(=O)NCCCN3CCCC3=O)c(Cl)cc12 | 6 | -2 | 4 | 5 | -3 | -3 | -3 | -2 | -2 | -1
O=C1CN(S(=O)(=O)c2ccccc2C(F)(F)F)CCN1 | 3 | -9 | 2 | -1 | 3 | -5 | 7 | 5 | 2 | 3
O=C(O)c1ccc(COc2ccccc2/C=C2\NC(=O)N(Cc3ccccc3F)C2=O)cc1 | -2 | -4 | -15 | 1 | 42* | 5 | 5 | -21 | -31 | 1
Cc1cccn2c(=O)cc(COC(=O)C(C)Oc3ccccc3)nc12 (centres undefined) | 0 | 1 | 3 | -1 | 4 | -3 | 2 | 1 | -2 | 0
S=C1NC(c2ccccc2)N2C(=S)NC(c3ccccc3)N12 (centres undefined) | -4 | 3 | 7 | 16 | 0 | 2 | 0 | 5 | 3 | -2
COc1cccc(C(C(=O)NC2CCCC2)N(C(=O)c2ccco2)c2ccc(C(C)=O)cc2)c1OC (centres undefined) | -1 | -12 | 3 | 3 | -4 | 2 | -1 | 7 | -2 | -4
O=C(NCc1n[nH]c(=S)n1-c1ccccc1)c1cccs1 | 8 | 4 | -2 | 8 | 0 | -3 | 1 | -9 | -1 | 2
O=C(NC1(C(F)(F)F)NC(=O)N(c2ccccc2)C1=O)c1cccs1 (centres undefined) | 2 | -3 | -4 | 1 | 0 | 1 | -1 | 4 | -9 | 0
O=C(Nc1ccc([N+](=O)[O-])cc1)Nc1ccc(Cl)cc1F | 4 | 4 | -13 | 2 | 1 | -2 | 1 | 2 | -11 | -6
Cc1ccc(OCC(=O)N(C)CC(=O)Nc2ccc(F)cc2)c([N+](=O)[O-])n1 | -1 | 3 | -4 | -1 | -1 | 3 | 1 | 1 | 6 | 2
O=C(Nc1cccc(C(F)(F)F)c1)c1cc2ncc(Br)cn2n1 | 2 | -1 | -11 | 3 | 2 | -6 | 7 | -5 | -9 | 0
CCCCCCCCn1c(=O)c(C(=O)OC)c(N)c2ccccc21 | 0 | -2 | -8 | 0 | 0 | 1 | 5 | -18 | . | -2

In a second layout: entries from further up
compound,MBD2 inh,GC-B act,SIAE inh,PRMT1 inh,rCAG RNA binder,TDP2 absorb,TCR-CD3 inh,ABHD4 inh,HTRA1 inh,LEDGF integ inh
O=C(NCc1n[nH]c(=S)n1-c1ccccc1)c1cccs1,8,4,-2,8,0,-3,1,-9,-1,2
O=C(NC1(C(F)(F)F)NC(=O)N(c2ccccc2)C1=O)c1cccs1 (centres undefined),2,-3,-4,1,0,1,-1,4,-9,0
